# ERG-DNA inh: inhibitors of human ERG Ets domain-DNA interaction | P11308 | fluorescence polarization, His-ERG Ets domain / labelled DNA | Potency, µM (top dose mostly 76.9 µM), without a hit: top-dose FP activity, negative = inhibition, most hits filed as inhibitors | hit rate 0.028% among 370,000 | AID 624246; active = well fitted inhibition curve with a large enough effect in the polarisation, with a control signal flat; inconclusive = small, poorly fitted or top-dose-only effect, or effect the other way, or a change in a side signal; inactive = no such curve, though single readings can be large or run the other way; the % refers to the polarisation;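 also: polarization taken with two DNA probes labelled with fluorescein and Texas red; potency is read from the fitted curve at half-maximal effect; % of control where 0% means no effect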
# Target sequence (P11308 whole entry, looked up, the tested form may be a part): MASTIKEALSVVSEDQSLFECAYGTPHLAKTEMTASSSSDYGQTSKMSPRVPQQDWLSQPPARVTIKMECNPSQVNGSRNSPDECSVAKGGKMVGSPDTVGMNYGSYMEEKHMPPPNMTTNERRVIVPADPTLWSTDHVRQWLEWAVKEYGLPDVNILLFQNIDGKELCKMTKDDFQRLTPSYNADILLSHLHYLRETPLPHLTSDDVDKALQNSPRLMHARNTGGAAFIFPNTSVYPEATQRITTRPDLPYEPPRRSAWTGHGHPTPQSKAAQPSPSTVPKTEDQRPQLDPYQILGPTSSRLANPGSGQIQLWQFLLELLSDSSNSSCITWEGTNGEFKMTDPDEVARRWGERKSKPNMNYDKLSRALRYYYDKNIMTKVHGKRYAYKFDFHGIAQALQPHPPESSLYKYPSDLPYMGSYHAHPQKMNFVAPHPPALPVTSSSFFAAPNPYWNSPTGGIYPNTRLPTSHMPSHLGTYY
#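 His-tagged ERG Ets domain (1 uM in the protein solution; 300mM KCl, 50mM Tris-HCl, 1mM EDTA, 1mM DTT, pH 7.5) received compound, then a probe mix of 5 nM fluorescein-DNA and 100nM Texas-615-DNA. Fluorescence polarization was read for both dyes.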
# GLS inh: inhibitors of human glutaminase (GLS) | O94925 | GLS enzymatic activity, qHTS titration | Potency, µM (doses to about 45.5 µM), without a hit: top-dose activity change, negative = inhibition, actives largely listed as inhibitors | hit rate 0.21% among 410,000; also: potency is read from the fitted curve at half-maximal effect; % is scaled to controls: 0 for no effect and ±100 for the full control effect
#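 Glutamate formation by hKGA was monitored fluorometrically using coupled glutamate oxidase, HRP and Amplex Red. Substrate was added as 1 mM L-glutamine solution; incubation was 30 min at RT after an initial read.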
# G9a inh: G9a (human) methyltransferase inhibition; Q96KQ7; G9a H3K9 monomethylation, AlphaScreen, 2 h; Potency, µM (doses to about 102 µM), for the others: top-dose activity, negative = inhibition, most hits filed as inhibitors; hit rate 8.8% among 350,000; AID 504332; also: potency is read from the fitted curve at half-maximal effect; % is scaled to controls: 0 for no effect and ±100 for the full control effect; nearly all actives have a fitted effect of over 75% in size
#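 Quantitative HTS format: methyltransferase activity on a biotin-tagged H3K9 peptide is measured by AlphaScreen, using a rabbit anti-monomethyl-H3K9 antibody with streptavidin donor and anti-IgG acceptor beads. Final levels are 20 nM enzyme, 500 nM peptide, 20 uM SAM; 2 h RT.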
# JMJD2A Tudor inh: JMJD2A Tudor domain (human) inhibition. AlphaScreen JMJD2A-Tudor / H3K4me3 peptide binding. AID 504339. hit rate 4.4% among 390,000. Potency, µM (titrated, usually from 114 µM), inactives show top-dose activity change, negative = inhibition, actives largely listed as inhibitors; also: potency is read from the fitted curve at half-maximal effect; % is scaled to controls: 0 for no effect and ±100 for the full control effect; nearly all actives have a fitted effect of over 50% in size
# PI4K2A inh: blocks human PI4K2A kinase activity; hit rate 0.13% among 420,000; activity change, negative = inhibition, % at 76.9 µM; purified PI4K2A, ADP-Glo luminescence, 1 h; stronger effect = lower value; in the data active = activity change below about -50%; inconclusive = mostly about -30% to -49%;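 also: -100% = wells without enzyme as full effect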
#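 ADP-Glo luminescence measured ADP generated by PI4K2A enzyme (4 ug/mL before mixing) with 1.2 mM PI substrate (pre-mix) and 300 microM ATP (pre-mix). Tris pH7.5 buffer with MgCl2, Triton X-100; 1 h reaction at ambient temperature.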
# BAZ2B inh: BAZ2B (human) inhibition | Potency, µM (series often up to 114 µM), for inactives: top-dose activity change, negative = inhibition, actives largely listed as inhibitors | AlphaScreen BAZ2B-H3K14Ac peptide displacement | hit rate 4.4% among 360,000 | AID 504333 | Q9UIF8; also: potency is read from the fitted curve at half-maximal effect; % is scaled to controls: 0 for no effect and ±100 for the full control effect; nearly all actives have a fitted effect of over 60% in size
#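 AlphaScreen displacement: compounds (up to 110uM) incubated 30 min at room temperature with a preformed 50 nM BAZ2B/50 nM biotinylated H3K14Ac peptide complex in PBS pH 7.4 with Tween-20. Donor and acceptor beads at 10 ug/mL final added, 20 min light-protected before reading.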
# PGK inhibitor: T. brucei PGK inhibition. P07378. hit rate 0.043% among 380,000. Potency, µM (highest dose often 57.5 µM), inactives show at the highest dose activity change, negative = inhibition, most hits filed as inhibitors. PGK/GAPDH coupled, Kinase-Glo luminescence, 60 min. AID 602233; also: potency is read from the fitted curve at half-maximal effect; % is scaled to controls: 0 for no effect and ±100 for the full control effect; nearly all actives have a fitted effect of over 60% in size
#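 Luminescent ATP detection (Kinase-Glo Plus) follows a 60-minute room-temperature incubation, with wells lacking PGK as controls. Buffer: 100 mM TEA (pH 7.6), 5 mM MgCl2, 0.01% Tween-20. Coupling enzyme GAPDH (100 nM final) supplies unstable 1,3-BPG in-well.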
# HP1b chromo inh: HP1-beta chromodomain-methylated histone interaction inhibition; P83916; AlphaScreen HP1-beta / biotin-H3K9me3 peptide binding; Potency, µM (series often up to 114 µM), inactives show top-dose activity change, negative = inhibition, actives largely listed as inhibitors; hit rate 0.56% among 390,000; AID 540317; also: potency is read from the fitted curve at half-maximal effect; nearly all actives have a fitted effect of over 70% in size; inactives centre near 23
# Target sequence (P83916 whole entry, looked up): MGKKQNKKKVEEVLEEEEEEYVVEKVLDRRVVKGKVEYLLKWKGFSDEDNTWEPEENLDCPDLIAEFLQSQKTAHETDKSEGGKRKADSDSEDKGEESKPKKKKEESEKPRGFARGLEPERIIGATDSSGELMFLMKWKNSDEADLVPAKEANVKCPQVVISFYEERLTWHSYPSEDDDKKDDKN
#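 AlphaScreen: HP1-beta (50 nM) preformed 30 min with biotin-H3(1-18)K9me3 peptide (50 nM) in PBS pH 7.4, 0.01% Tween-20. Compound added for 30 min at RT, then streptavidin donor/nickel chelate acceptor beads (10 ug/mL) for 30 min.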
# Pin1 inhibitor: human Pin1 inhibition; Potency, µM (doses to about 115 µM), for the others: top-dose activity, negative = inhibition, most hits filed as inhibitors; Pin1 FP peptide displacement, HiFluor488, 10 min; Q13526; hit rate 0.009% among 390,000; active = well fitted inhibition curve with a large enough effect in the polarisation, with a control signal flat, not every such curve was filed as active; inconclusive = small, poorly fitted or top-dose-only effect, or effect the other way, or a change in a side signal; inactive = no such curve, though single readings can be large or run the other way; the % refers to the polarisation; also: potency is read from the fitted curve at half-maximal effect; % is scaled to controls: 0 for no effect and ±100 for the full control effect
# Target sequence (Q13526 whole entry, looked up): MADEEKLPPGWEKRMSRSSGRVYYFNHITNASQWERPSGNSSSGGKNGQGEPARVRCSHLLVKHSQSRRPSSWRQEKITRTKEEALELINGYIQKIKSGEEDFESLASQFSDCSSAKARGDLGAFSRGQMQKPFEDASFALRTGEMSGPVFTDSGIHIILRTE
# The depositor's hits bear a star; i = inactive; u = inconclusive; x = not tested or not shown; [ ] = another dose, or the depositor's remark. Unless noted, calls follow the shape of the dose curve; as a rule, active = well fitted curve in the direction sought with a large enough effect; inconclusive = small, poorly fitted or top-dose-only effect, or another doubt; inactive = no such curve, though single readings can be large; an effect the other way counts as inactive or inconclusive. An unsorted share of the library. About 11% of those tested had a hit in this group.
SMILES,ERG-DNA inh,GLS inh,G9a inh,JMJD2A Tudor inh,PI4K2A inh,BAZ2B inh,PGK inhibitor,HP1b chromo inh,Pin1 inhibitor
CCOC(=O)C1CCCN(C(=O)C2CCN(S(=O)(=O)c3cnc[nH]3)CC2)C1 (stereo unspecified),-5%,11%,-11%[59 µM],-7%,1,8%,-2%,26%,-3%
O=c1cc(O)n(C2CCCCCC2)c(=O)[nH]1,16%,-2%,u,1%,-51*,-1%,i,61%[activator],18%
CC1CCc2[nH]c3ccc(C(=O)NCCCOC(C)C)cc3c2C1 (stereo unspecified),1%,4%,u,u,4,-35%,i,-7%,-2%
O=C(NC(=S)Nc1nc(-c2ccc([N+](=O)[O-])cc2)cs1)c1ccco1,-4%,-3%,25µM*,-25%,-1,-24%,1%,-15%,u
O=c1[nH][nH]cc1C=Nc1ccc(Cl)cc1,4%,18%,-33%,-20%,2,-26%,i,31%,-2%
Cc1ccc(S(=O)(=O)CNC(=S)c2cccc(Cl)c2)cc1,-3%,14%,u,-15%[57.1 µM],42,-36%,-8%,-15%,18%
CCN(Cc1nc2ccccc2c(=O)[nH]1)C(=O)c1cccc(S(=O)(=O)N2CCc3ccccc32)c1,9%,-1%,28%[12.7 µM],-21%,-2,-7%,-8%,20%,2%
O=C(N/N=C/c1cccnc1)c1ccc2c(c1)OCCO2,-7%,0%,13%[59 µM],9%,4,6%,2%,32%,1%
COc1ccc2nc(SC(C)C(=O)NC3(C#N)CCCCC3)[nH]c2c1 (stereo unspecified),-1%,-1%,16%[2.33 µM],-19%,7,5%,-3%,15%,0%
CCc1ccc(-n2c(=O)c3c(C)c(C(=O)N(C)C)sc3n(Cc3ccccc3C#N)c2=O)cc1,0%,-1%,-10%[59 µM],-21%,3,-32%,-7%,7%,-3%
CSc1ccc(/C=C(\C#N)C(=O)NC2CCCCC2)cc1,x,18%,9%[59 µM],-13%,10,3%,-3%,20%,-1%
CC(C)c1ccc2nc(SCC(=O)NCC3CCCO3)c(C#N)cc2c1 (stereo unspecified),4%,-8%,12%,6%,3,9%,-4%,22%,3%
Cc1ccc(NC(=O)c2ccc3c(c2)NC(=O)CS3)nc1,8%,6%,10µM*,-21%,-3,-18%,5%,u,40%[activator]
Cc1ccc(S(=O)(=O)N2CCCCC2)cc1NC(=O)COC(=O)Cc1cccc2ccccc12,26%,15%,-11%[59 µM],-14%,-9,1%,-7%,5%,47%[activator]
CC1(C)CCc2nc(SCc3ccccc3)c(C#N)cc2C1,6%,-2%,3%[59 µM],31%,2,70%[activator],6%,90%,-1%
COc1ccc(COc2cccnc2N)cc1,-8%,1%,x,-14%,2,-2%,-4%,3%,2%
NS(=O)(=O)c1cc(C(=O)OCC(=O)NC2CCCCCCC2)ccc1Cl,-8%,6%,-7%,-3%,3,10%,5%,21%,-2%
O=C(COC(=O)Cc1ccc(F)cc1)NCc1ccco1,-5%,-9%,u,-15%,0,50µM*,x,54%[activator],-2%
CC(C)Cn1nc(NC(=O)c2ccco2)c2cc3ccccc3nc21,26%,3%,u,31%,-1,64%[activator],-5%,89%[activator],-12%
Cc1nn(C)c(C)c1S(=O)(=O)Nc1ccc2c(c1)OCO2,-2%,32%[activator],50µM*,-27%,3,u,-4%,18%,-3%
CS(=O)(=O)c1ccc(Cl)c(NC(=O)Cc2ccsc2)c1,-8%,3%,-37%,-20%,-2,11%,-1%,23%,-2%
COc1ccc(S(=O)(=O)Nc2cccc3c2O[C@H](CN(C)Cc2ccc(Oc4ccccc4)cc2)[C@@H](C)CN([C@H](C)CO)C3=O)cc1,-16%,-4%,x,-34%,0,x,i,18%,65%[activator]
Cc1ccc(-n2nc3ccc(N)cc3n2)cc1Cl,1%,2%,45µM*,4%,-4,u,-7%,30%,-1%
COc1ccc2cc(C(=O)C3CCCN(C(=O)c4cnn(C(C)C)c4)C3)ccc2c1 (stereo unspecified),4%,5%,2%,18µM*,5,-22%,-7%,4%,-1%
Oc1ccccc1/C=N/Nc1ccccc1,0%,5%,8.9µM*,-32%,-3,-36%,i,22%,-13%
CC(C)(C)S(=O)(=O)N1C[C@H]2C(=CC[C@@H]3C(=O)N(c4ccccc4)C(=O)[C@@H]32)[C@H]1CCO,18%,0%,x,-31%,-1,x,-16%,36%[activator],-12%
O=C(COc1ccc(/C=N/NC(=O)CSCc2ccc([N+](=O)[O-])cc2)cc1)NCc1ccco1,-7%,19%,u,-27%,3,u,3%,4%,-9%
Cc1csc(=O)n1CC(=O)OCC(=O)NC(C)c1ccc(F)cc1 (stereo unspecified),-3%,2%,8%[12.7 µM],0%,0,9%,-9%,17%,5%
CCc1cc(=O)[nH]c(SCC(=O)Nc2cc(C)on2)n1,16%,-17%,-29%,-6%,-2,4%,i,u,-5%
CCCCn1c(SCC(=O)Nc2cc(C)[nH]n2)nc2ccsc2c1=O,0%,-9%,-1%,-15%,2,1%,-8%,22%,-8%
Cc1nc(SCc2ccc(C#N)cc2)n[nH]1,-13%,1%,x,1%,-8,41%[activator],-5%,49%[activator],-5%
Cc1cccc(C)c1NC(=O)CC(NCCc1ccccc1)C(=O)O (stereo unspecified),-4%,-3%,u,u,-5,1%,-6%,10%,-5%
CCOC(=O)C1CCN(c2c(NCCC(C)C)c(=O)c2=O)CC1,13%,39%[activator],-5%[12.7 µM],-6%,-6,1%,i,35%,-12%
CCCCOC(=O)c1ccc(-c2ccc(/C=N/NC(=S)NCC)o2)cc1,-2%,0%,61%[activator][59 µM],-10%,11,7%,-9%,22%,u
CC(C)N(C(=O)Cn1cc(SCC(=O)NCc2ccco2)c2ccccc21)C(C)C,-18%,-8%,3%,-9%,-1,3%,-7%,22%,-7%
CCOc1ccc(NC(=O)CN(Cc2ccccc2)S(C)(=O)=O)cc1,-3%,-1%,12%[59 µM],-13%,3,8%,3%,39%,-1%
CCC1CN(C(=O)Nc2ccccc2C(F)(F)F)c2ccccc2O1 (stereo unspecified),6%,21%,-49%[59 µM],-32%,6,-31%,-6%,24%,u
COc1ccc(OC)c(NC(=O)Cn2c(CCC(=O)O)ccc2-c2cccs2)c1,-3%,2%,u,-30%,7,u,2%,8%,3%
CC(C)c1ccc(S(=O)(=O)c2ccc(NN)cc2)cc1,-3%,u,10µM*,-12%,-4,-10%,-8%,50%[activator],3%
CCOC(=O)C(C)Sc1ncnc2c1nnn2-c1ccc(F)cc1 (stereo unspecified),-2%,24%,52%[activator],26%,-4,6%,2%,71%[activator],2%
Cc1ccc(NC(=O)/C=C\C(=O)O)c([N+](=O)[O-])c1,7%,-1%,40µM*,-2%,4,10%,-6%,38%,3%
CC(=O)Nc1ccc(NC(=O)C2CCN(C(=O)NC3CCCCC3)CC2)cc1,0%,1%,6%,1%,3,5%,-2%,24%,-1%
C=CCN(C(=O)c1ccccc1)C1CCS(=O)(=O)C1 (stereo unspecified),3%,6%,15%,-11%,-1,4%,-2%,0%,0%
CC1CCN(S(=O)(=O)c2cc3c4c(c2)CCN4C(=O)CC3)CC1,-1%,-5%,u,-14%,-4,-34%,-11%,20%,-1%
CNN/C(N=Cc1ccc([N+](=O)[O-])s1)=N\S(=O)(=O)c1cc(C)c(Cl)cc1SCc1ccccc1,x,-2%,x,-23%,-1,x,-6%,18%,u
CCC1=NN2C(=N)/C(=C\c3ccc(SCc4ccco4)o3)C(=O)N=C2S1,97%[activator],20%,7.1µM*,u,-3,50µM*,-13%,-15%,69%[activator]
C=CCOC(=O)C1=C[C@@H](c2csc3ccccc23)C[C@@H](OCc2ccc(CO)cc2)O1,-9%,-1%,u,-21%,3,-23%,-5%,55%[activator],13%
Cc1ccc(NC(=O)CSCC#N)cc1,-8%,0%,50µM*,5%,7,4%,0%,23%,0%
Nc1ccc2oc(=O)c3ccccc3c2c1,21%,29%,13%[59 µM],-14%,31,7%,0%,2%,-3%
COc1cc(CNCCN2CCOCC2)ccc1OCc1ccc(Cl)cc1Cl,-4%,5%,x,-20%,-2,u,9%,18%,-2%
COc1ccc(C2SCCN2C(=S)Nc2ccc(F)cc2)cc1 (stereo unspecified),-2%,-5%,40µM*,3%[57.1 µM],-2,5%,-8%,-14%,1%
COc1cccc2cc(CC(=O)c3cc(C)ccc3C)c(=O)oc12,1%,2%,15%,-2%,-2,-7%,x,45%[activator],14%
CN(C)C(=O)CCSc1nnc(-c2ccncc2)o1,4%,-11%,8%,7%,-3,-5%,-4%,7%,0%
COc1ccc(C2NS(=O)(=O)N=C2N)cc1 (stereo unspecified),5%,0%,10%,-15%[11.4 µM],3,0%,3%,8%,-2%
COC(=O)CN1C(=O)[C@H]2[C@@H](c3ccc(C)o3)N3C(=O)CN(CC4CC4)C(=O)[C@@]3(C)[C@H]2C1=O,5%,-2%,50µM*,-29%,-3,-6%,-4%,44%[activator],-4%
